# FBPA coupling cs: inhibits coupling enzyme system, counter-screen for aldolase hits; coupling enzyme system counterscreen, AmpLite Red fluorescence; activity change, negative = inhibition, % at 58.2 µM, hits read low; actives 0.67% (n = 290,000); in the data active = activity change below about -30%; also: % is scaled to controls: 0 for no effect and ±100 for the full control effect
#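 Counterscreen of the coupled detection system alone, without aldolase: glyceraldehyde-3-phosphate coupling enzymes plus AmpLite Red readout. Compounds at 57.5 uM final, 10 min RT preincubation, 20 min RT reaction, fluorescence 525/598 nm.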
# S-ASM inh: inhibitors of human secretory acid sphingomyelinase; Potency, µM (series often up to 57.5 µM), for the others: at the top dose activity change, negative = inhibition, actives largely listed as inhibitors; placental ASM, HMU-PC fluorogenic substrate, 60 min; actives 0.006% (n = 340,000); P17405; also: potency is read from the fitted curve at half-maximal effect
#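 Fluorescence read-out (Ex 386 nm, Em 447 nm) after stopping the reaction at pH 10. Enzyme: ASM from human placenta; substrate HMU-PC0, 9 uM final; 60 min, 37 °C. Compound preincubation 10 min, ambient temperature.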
# a7 integrin act: activators of alpha7 integrin expression for muscular dystrophy; alpha7betagal myoblasts, beta-gal FDG fluorescence, 48 h; Potency, µM (top dose mostly 38.3 µM), without a hit: at the highest dose activation, hits mostly activators; actives 0.064% (n = 350,000); AID 624291;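 also: potency is read from the fitted curve at half-maximal effect; 100% = response of the positive control SU9516; nearly all actives have a fitted effect of over 60% in size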
#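 alpha7betagal+/- myoblasts (passage 13, 250/well) treated 48 h at 37C with compounds at 1:260 dilution of DMSO stock. Lysed, then beta-galactosidase activity read as FDG fluorescence (ex 480/em 540) after 30 min, with pre-read for autofluorescence.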
# KCNH2 3.1 block: KCNH2 3.1 (human) potassium channel inhibition. U2OS KCNH2 3.1, thallium flux FluxOr; active compounds read low. activity change, % (tested at about 1.8 µM). actives 0.95% (n = 340,000);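 active = maximum activity change below -70%; inconclusive = maximum activity change from -70% to -50%; inactive = maximum activity change above -50%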;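 also: thallium influx rate constant from kinetic fluorescence after stimulation buffer; % is scaled to controls: 0 for no effect and ±100 for the full control effect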
#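 Measured as rate of thallium-driven FluxOr signal in transduced U2OS cells carrying the 3.1 channel, read kinetically for 2 min upon stimulation; values are rate constants scaled to DMSO control wells.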
# A-T KAP1 phos: potential ataxia-telangiectasia treatments restoring KAP-1 phosphorylation; […] A-T fibroblasts, KAP-1 phosphorylation AlphaLISA; neocarzinostatin DNA damage 30 min before lysis; Potency, µM (top dose mostly 57.5 µM), inactives show at the top dose activation, most hits filed as activators; actives 0.19% (n = 320,000); AID 485349; also: potency is read from the fitted curve at half-maximal effect; % of control where 0% means no effect; nearly all actives have a fitted effect of over 45% in size
#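 hTERT-immortalized A-T patient fibroblasts ([…]), 500 cells/well in OPTI-MEM, 1% FBS, got compounds for 60 min, then NCS for 30 min at 37C. Lysates were then assayed for phospho-KAP-1 by AlphaLISA (anti-pKAP1 donor, anti-KAP1 acceptor beads), 6 hr at 25C.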
# KCNH2 WT inh: KCNH2 (human, wildtype) channel inhibition; actives 0.37% (n = 340,000); U2OS, BacMam KCNH2, thallium flux FluxOr; active compounds read low; activity change, % at 1.84 µM; Q12809; AID 720551;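 active = maximum activity change below -70%; inconclusive = maximum activity change between -70% and -50%; inactive = maximum activity change above -50%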; also: % is scaled to controls: 0 for no effect and ±100 for the full control effect
# Target sequence (Q12809 whole entry, looked up): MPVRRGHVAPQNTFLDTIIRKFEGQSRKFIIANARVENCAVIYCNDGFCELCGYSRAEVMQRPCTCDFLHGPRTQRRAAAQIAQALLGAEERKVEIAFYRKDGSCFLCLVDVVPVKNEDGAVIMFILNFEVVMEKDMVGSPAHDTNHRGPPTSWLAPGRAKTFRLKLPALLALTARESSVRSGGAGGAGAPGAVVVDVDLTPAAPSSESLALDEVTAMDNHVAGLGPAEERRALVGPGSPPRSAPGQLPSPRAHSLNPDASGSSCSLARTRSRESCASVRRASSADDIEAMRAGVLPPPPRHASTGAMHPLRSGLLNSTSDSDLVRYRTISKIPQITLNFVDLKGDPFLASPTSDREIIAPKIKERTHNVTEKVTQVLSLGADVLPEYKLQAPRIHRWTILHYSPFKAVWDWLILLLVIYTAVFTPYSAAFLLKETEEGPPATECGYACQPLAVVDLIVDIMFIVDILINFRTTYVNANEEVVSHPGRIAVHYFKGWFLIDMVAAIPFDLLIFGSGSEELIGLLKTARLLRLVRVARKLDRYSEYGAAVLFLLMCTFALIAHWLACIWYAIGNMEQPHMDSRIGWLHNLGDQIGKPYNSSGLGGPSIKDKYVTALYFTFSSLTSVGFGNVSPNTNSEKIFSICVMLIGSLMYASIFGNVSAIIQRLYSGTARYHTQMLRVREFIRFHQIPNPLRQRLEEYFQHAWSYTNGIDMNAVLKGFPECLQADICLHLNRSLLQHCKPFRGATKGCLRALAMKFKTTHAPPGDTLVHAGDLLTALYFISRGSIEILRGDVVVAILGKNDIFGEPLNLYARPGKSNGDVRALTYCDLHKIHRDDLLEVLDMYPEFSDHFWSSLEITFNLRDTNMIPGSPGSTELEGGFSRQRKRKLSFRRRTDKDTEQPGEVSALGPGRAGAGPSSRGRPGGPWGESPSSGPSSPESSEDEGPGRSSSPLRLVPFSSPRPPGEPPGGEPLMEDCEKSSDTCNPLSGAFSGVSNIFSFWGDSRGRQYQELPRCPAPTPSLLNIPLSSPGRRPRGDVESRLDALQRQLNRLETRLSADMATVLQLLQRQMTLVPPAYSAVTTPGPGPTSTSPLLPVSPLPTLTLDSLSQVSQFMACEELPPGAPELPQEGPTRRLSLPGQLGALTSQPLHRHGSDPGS
#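 U2OS cells were transduced with wild-type KCNH2 virus (2.03 x 10^8 / mL) for 4 h at room temperature, then cultured overnight at 37 C. Thallium flux was read with FluxOr dye. Rate constants were normalized to DMSO controls.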
# MBNL1 CUG block: MBNL1-poly(CUG) RNA binding inhibition; TR-FRET MBNL1-His/biotin-(CUG)12 binding, 665/545 ratio; Potency, µM (top dose mostly 57.5 µM), inactives show top-dose activity change, negative = inhibition, usual class: inhibitors; actives 0.036% (n = 280,000); AID 2675; active = well fitted inhibition curve with a large enough effect in the signal ratio, with a control signal flat, not every such curve was filed as active; inconclusive = small, poorly fitted or top-dose-only effect, or effect the other way, or a change in a side signal; inactive = no such curve, though single readings can be large or run the other way; the % refers to the signal ratio; also: potency is read from the fitted curve at half-maximal effect; % is scaled to controls: 0 for no effect and ±100 for the full control effect
#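 MBNL1-His + Biotin-(CUG)12, cpd titration 92 nM–58 uM; Tb anti-His Ab 0.055 ng/ul, SA-XL665 5 nM (final); 60 min RT; ratiometric 665/545 nm, Ex 340 nm; normalized to buffer and full-complex controls.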
# GALK inhibitor: galactokinase (human) inhibition. P51570. Purified GALK, Kinase-Glo residual ATP luminescence. Potency, µM (titrated, usually from 57.5 µM), for the others: top-dose activity change, negative = inhibition, usual class: inhibitors. actives 0.007% (n = 270,000); also: potency is read from the fitted curve at half-maximal effect; % is scaled to controls: 0 for no effect and ±100 for the full control effect
#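 Quantitative HTS: GALK 5 nM, ATP 35 uM, galactose 100 uM, 1 h room temperature, then luciferase-based ATP detection.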
# TRPV1 ag: agonists of human vanilloid receptor 1 (TRPV1) | Q8NER1 | TRPV1-expressing cells, Fluo-8 calcium influx, agonist mode | activation, % at 8.33 µM | actives 0.19% (n = 320,000) | AID 540275; in the data active = activation above about 80%; inconclusive = between about 30% and that limit; also: 0% is about no effect
#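 Fluo-8 calcium influx in TRPV1-expressing cells, kinetic read (ex 480/em 520 nm). Compound added and read 3 min for agonist activity, followed by capsaicin at EC20 final and 2 min further read for enhancement.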
# MLL CXXC-DNA inh: blocks binding of human MLL CXXC domain to DNA. Q03164. MLL-CXXC / FITC-HOXA9 DNA fluorescence polarization. Potency, µM (series often up to 115 µM), for the others: at the top dose activity change, negative = inhibition, hits mostly inhibitors. actives 0.037% (n = 290,000). AID 2662; active = well fitted inhibition curve with a large enough effect in the polarisation, with a control signal flat, not every such curve was filed as active; inconclusive = small, poorly fitted or top-dose-only effect, or effect the other way, or a change in a side signal; inactive = no such curve, though single readings can be large or run the other way; the % refers to the polarisation; also: potency is read from the fitted curve at half-maximal effect
#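 Purified MLL-CXXC (added from a 7 uM solution) was preincubated 5 min at ambient with pinned compounds in 50 mM Tris-HCl pH 7.5, 50 mM NaCl, 1 mM DTT, 0.05% BSA. Fluorescein-labeled HOX-A9 DNA (50 nM solution) followed, 30 min, then polarization read.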
# An asterisk follows results filed as active; i = inactive; ? = inconclusive; . = not tested or not shown; & = joins results of further samples; [ ] = another dose, or the depositor's remark. Unless noted, calls follow the shape of the dose curve; as a rule, active = well fitted curve in the direction sought with a large enough effect; inconclusive = small, poorly fitted or top-dose-only effect, or another doubt; inactive = no such curve, though single readings can be large; an effect the other way counts as inactive or inconclusive.
SMILES,FBPA coupling cs,S-ASM inh,a7 integrin act,KCNH2 3.1 block,A-T KAP1 phos,KCNH2 WT inh,MBNL1 CUG block,GALK inhibitor,TRPV1 ag,MLL CXXC-DNA inh
COc1ccc(-n2ccnc2SCC(=O)NO)cc1,0,-14%,-19%,-5,-3%,-2,-2%,0%,-3,-7%
NC(=S)N/N=C/c1cn(CCC(=O)O)nc1-c1cccc(Br)c1,-2,2%,-2%,-2,-1%,-3,.,6%,-1,-22%
CCCC(=O)NC(=S)c1c(C)n(C)n(-c2ccccc2)c1=O,5,3%,0%,0,-3%,-13,22%,-2%,-4,5%
CCn1c(COc2cccc(C)c2)nnc1SCC(=O)NC1CCCC1,0,2%,11%,-12,-1%,-4,-3%,-1%,2,7%
c1ccn(-c2ncnc3sc4c(c23)CCCC4)c1,3,-1%,-10%,-5,1%,-7,0%,1%,-5,-2%
O=S(=O)(NCC1CCN(S(=O)(=O)c2ccccc2)CC1)c1ccccc1,6,0%,-4%,6,1%,4,-6%,0%,-3,14%
NC(=O)C1CCN(c2oc(/C=C/c3ccc(F)cc3)nc2S(=O)(=O)c2ccccc2)CC1,-3,i,16%,-25,5%,19,9%,-1%,5,8%
CCC1Oc2ccccc2N(CC(=O)NCCCN2CCN(Cc3ccccc3)CC2)C1=O (stereo not given),-1,6%,2%,9,0%,40,3%,-1%,2,6%
O=C(NNS(=O)(=O)c1ccc([N+](=O)[O-])cc1)c1ccc([N+](=O)[O-])cc1,3,-5%,-2%,-2,-17%,1,?,-3%,0,-2%
O=C(CCc1c[nH]c2ccccc12)NCc1ccco1,1,5%,-20%,16,0%,7,0%,11%,2,-1%
CNCCOc1ccccc1C(C)(C)C,-13,4%,-27%,-11,.,2,0%,1%,21,-9%
CCN(CC)c1ccc(CNc2ccc3c(c2)ncn3C(C)(C)C)cc1,-3,3%,1%,.,-8%,.,-10%,1%,2,-2%
O=C(Nc1ccc(F)cc1)c1ccc(-n2cncn2)c([N+](=O)[O-])c1,-14,-6%,16%,6,-2%,5,?,-1%,?,11%
COc1ccc(C(=O)OC(C(=O)c2ccccc2)c2ccccc2)cc1 (stereo not given),4,-3%,4%,-6,9%,-7,-1%,1%,3,6%
CNc1nc(-c2ccc([N+](=O)[O-])cc2)cs1,4,-11%,-27%,21,-3%,3,?,-2%,2,-2%
C[C@@H](C(=O)NCc1ccccn1)[C@@H]1C[C@@]1(C)[C@@H](NC(=O)OCc1ccccc1)c1ccccc1,-1&1,1%,-29%,-8,-14%,3,?,.,10,-3%
COc1ccc(NC(C)=O)cc1S(=O)(=O)NC(Cc1ccccc1)C(=O)O (stereo not given),4,-2%,22%,3,4%,0,-16%,2%,-2,-5%
O=C1CSC(=NC2CCCCC2)N1,1,6%,-28%,20,-6%,-1,3%,0%,2,0%
COc1ccc(C(C)(C)C)cc1NC(=S)NCCN1CCOCC1,6,.,-19%,3,12%,2,-17%,0%,4,1%
CC1CCCCN1C(=O)Cn1cnc2cc([N+](=O)[O-])ccc2c1=O (stereo not given),-2,17%,0%,14,1%,-1,?,10%,0,-10%
CC(C)(CO)N=C1NS(=O)(=O)c2cc([N+](=O)[O-])ccc21,-6,4%,-1%,10,7%,21,?,.,1,4%
O=[N+]([O-])c1ccc(/C=N/NS(=O)(=O)c2ccc(Cl)cc2)o1,-4,-2%,-13%,15,9%,-30,8%,-1%,-5,-3%
CCCCN(C(=O)NC(=O)Nc1ccccc1OCC)S(C)(=O)=O,.,-3%,17%,5,13%,-3,3%,-2%,-1,-1%
Cc1nnc(CN(C)Cc2cn[nH]c2-c2ccc(-c3ccccc3)cc2)o1,3,0%,5%,4,-8%,-2,-9%,1%,-2,0%
Cc1ccc2c(c1)nnn2C1CCN(CC(=O)Nc2ccc(F)cc2)CC1,0,1%,-36%,-30,0%,33,1%,-2%,10,-1%
Cn1cc(C(=O)c2ccc(Cl)cc2Cl)cc1C(=O)N/N=C(\N)COc1ccc(Cl)cc1Cl,0,-1%,-50%[inhibitor],-32,-3%,-1,-4%,0%,-2,25%
O=C(Nc1ccc(N2CCOCC2)cc1)C1CC(O)CN1S(=O)(=O)c1ccc(Cl)cc1 (stereo not given),3,-1%,5%,3,4%,-3,-7%,-1%,-4,3%
CC(Sc1nncn1C)C(=O)Nc1nnc(-c2ccccc2)s1 (stereo not given),2,2%,-12%,8,2%,6,-3%,1%,-4,4%
CCOC(=O)c1c(CN2CCN(C)CC2)n(-c2ccccc2)c2cc(Br)c(O)cc12,1,-13%,-14%,19,8%,0,-1%,-2%,-2,4%
O=C(Cn1nnc(-c2ccccc2NC(=O)c2cccs2)n1)Nc1ccccc1,2,-1%,14%,-5,3%,-6,8%,11%,5,0%
CN1C(=S)SC(N(O)C=C2C=CC(=O)C=C2)C1(C)C (stereo not given),1,-2%,20%,-1,-2%,-3,2%,3%,3,-1%
O=C(COc1ccc(C(=O)c2ccccc2)cc1)NC1CCCCCC1,0,-1%,-35%,13,3%,-1,.,-1%,?,12%
COC(=O)c1ccc(N2C(=O)c3ccc(OC)c(OC)c3C2=O)cc1,4,0%,23%,7,-9%,1,?,4%,2,3%
CCCCn1nc(C(=O)NCC(c2cccs2)N2CCOCC2)c2ccccc2c1=O (stereo not given),.,-3%,-19%,5,4%,-1,.,.,28,.
Cc1cc(C)cc(NS(=O)(=O)c2ccc3c(c2)c(=O)n(C)c(=O)n3C)c1,0,-5%,8%,-18,6%,2,-1%,-4%,-2,-1%
N/C(COc1cccc(Cl)c1)=N\O,8,-5%,10%,2,-12%,-8,2%,-2%,-2,-10%
CCc1ccccc1N1C(=O)CN(Cc2cc(OC)c(OC)c(OC)c2)C1=S,1,-2%,-9%,2,21%,-1,-8%,-2%,26,0%
Cc1[nH]c(=O)[nH]c(=O)c1/C=N/NC(=O)[C@H](CC(C)C)NC(=O)OC(C)(C)C,5,4%,2%,16,0%,23,3%,1%,1,14%
Cc1cc(NC(=O)CCc2ccc(C)o2)no1,-2,0%,12%,15,4%,4,5%,3%,-3,-2%
CN(C)CCCn1c(SCCN2C(=O)c3ccccc3C2=O)nc2ccccc2c1=O,0,2%,-7%,-5,8%,2,2%,2%,-2,-1%
CC(C)[C@H](NC(=O)c1cccc(S(=O)(=O)N2CCOCC2)c1)C(=O)Nc1nc2ccccc2s1,2,-4%,-15%,-23,2%,6,.,2%,9,4%
COc1cc([N+](=O)[O-])ccc1NC(=O)Nc1cccnc1,0,-5%,10%,5,10%,3,?,-5%,18,?
O=C(N/N=C/c1ccc2ncccc2c1)c1cccc([N+](=O)[O-])c1,2,-2%[11.5 µM],-19%,13,-4%,-1,?,16%,1,4%
CCc1ccccc1N(CC(=O)N1CCCCC1)S(=O)(=O)c1ccccc1,1,0%,2%,5,3%,-1,-5%,-1%,13,2%
Cc1nnc(SCC(=O)Nc2ccc3c4c(cccc24)CC3)n1C,-4,5%,-10%,1,2%,-4,18%,0%,2,3%
OCC[C@@H]1C[C@@H](O)[C@H](O)[C@@]2(OCc3ccccc32)O1,0,-2%,6%,23,-2%,-1,-1%,.,4,-1%
O=[N+]([O-])c1ccc(OCCO)c(P(=O)(c2ccccc2)c2ccccc2)c1,0,-1%,4%,7,-4%,9,?,-3%,6,-2%
Cc1nc2ccccc2cc1C(=O)O,0,0%,11%,-27,0%,4,2%,1%,1,-4%
Cc1c(CN2CCC(CO)(CCOc3ccccc3)CC2)[nH]c2c(Cl)cccc12,0,-14%,-56%[inhibitor],?,3%,-11,-10%,-1%,1,6%
O=C(NC1CCCCC1)c1cccc(N2C(=O)CCC2=O)c1,.,0%,0%,27,1%,-6,.,.,1,.
O=S(=O)(c1ccccc1F)N1CCCc2ccccc21,-6,0%,2%,19,3%,-2,-3%,-1%,3,-7%
CC(=O)Nc1cccc(C(=O)/C=C/c2ccc(F)cc2)c1,-5,-4%,-67%[inhibitor],-7,?,-2,1%,3%,10,5%
COc1ccc(CNC(=O)c2[nH]c(C)c(C(C)=O)c2C)cc1,2,1%,7%,4,18%,10,-2%,5%,3,22%
O=C(CCNC(=O)c1ccco1)Nc1ccc(Cl)cc1F,0,1%[11.5 µM],1%,13,1%,2,-7%,-2%,-1,5%

# Single records, as listed above. Order of screens: FBPA coupling cs	S-ASM inh	a7 integrin act	KCNH2 3.1 block	A-T KAP1 phos	KCNH2 WT inh	MBNL1 CUG block	GALK inhibitor	TRPV1 ag	MLL CXXC-DNA inh
# COc1ccc(CNC(=O)c2[nH]c(C)c(C(C)=O)c2C)cc1 as listed: 2	1%	7%	4	18%	10	-2%	5%	3	22%
# Cc1c(CN2CCC(CO)(CCOc3ccccc3)CC2)[nH]c2c(Cl)cccc12 as listed: 0	-14%	-56%[inhibitor]	?	3%	-11	-10%	-1%	1	6%
